CCR6 antagonist – CCR6 (human) receptor antagonism. hit rate 0.49% among 340,000. CHO-K1 CCR6 PathHunter beta-arrestin, luminescence, CCL20-stimulated. inhibition, % at 20 µM. AID 493098. P51684;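 active means compounds whose inhibition of the agonist-driven luminescence signal at 20 µM reaches about 50%, limit read from the data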;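 further: cells stimulated with CCL20 at 14 nM final; plate controls were DMSO with CCL20 for no effect and DMSO without agonist for full effect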
Target sequence (P51684 whole entry, looked up): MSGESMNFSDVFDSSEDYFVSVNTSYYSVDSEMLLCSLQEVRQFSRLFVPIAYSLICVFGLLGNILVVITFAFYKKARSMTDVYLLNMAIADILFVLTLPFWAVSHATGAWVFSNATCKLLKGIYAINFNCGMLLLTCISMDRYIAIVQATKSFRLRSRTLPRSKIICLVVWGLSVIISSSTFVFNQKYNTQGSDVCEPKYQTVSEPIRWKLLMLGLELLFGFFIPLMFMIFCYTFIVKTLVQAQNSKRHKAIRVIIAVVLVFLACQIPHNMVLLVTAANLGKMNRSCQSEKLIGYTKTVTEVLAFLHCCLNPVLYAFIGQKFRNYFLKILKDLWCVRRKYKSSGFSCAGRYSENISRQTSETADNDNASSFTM
SENP8 block – blocks the human protease SENP8 | AID 2540 | Q96LD8 | inhibition, % at 10 µM | purified SENP8, Z-RLRGG-aminoluciferin cleavage, luminescence | hit rate 1.2% among 330,000
Target sequence (Q96LD8 whole entry, looked up): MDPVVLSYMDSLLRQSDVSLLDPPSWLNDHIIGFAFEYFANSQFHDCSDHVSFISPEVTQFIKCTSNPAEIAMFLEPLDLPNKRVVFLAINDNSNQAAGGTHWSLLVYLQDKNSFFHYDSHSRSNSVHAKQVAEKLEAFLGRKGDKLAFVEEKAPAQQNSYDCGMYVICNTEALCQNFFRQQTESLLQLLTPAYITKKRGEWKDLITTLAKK
Jurkat NFkB inh – lowers PMA/ionomycin-induced NF-kB signal in Jurkat cells; PMA/ionomycin-induced NF-kB luciferase reporter, luminescence; inhibition, % at 4 µM; hit rate 0.53% among 330,000
Apaf-1 inh – human Apaf-1 inhibition. O14727. reconstituted apoptosome caspase-3 activity, DEVD-Rh110 fluorescence. inhibition, % at 20 µM. hit rate 0.71% among 330,000; active means inhibition of at least 40% at 20 µM;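 further: plate controls were DMSO wells for no effect and DEVD-CHO caspase inhibitor wells for full effect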
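Material: reconstituted apoptosome with Apaf-1, cytochrome c, caspase-9, procaspase-3, dATP / Buffer or medium: pH 7.5 Hepes buffer with CHAPS, BSA, DTT / Also added: cytochrome c with DEVD-Rh110 / Schedule: compound with Apaf-1, dATP, procaspase-3 30 min, then 50 min reaction, room temperature / Technique: rhodamine 110 fluorescence at Ex 480/Em 540 nm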
UBC13 polyUb – human UBC13 polyubiquitination inhibition; P61088; UBC13 polyubiquitin chain formation, TR-FRET; inhibition, % at 20 µM; hit rate 0.47% among 330,000; AID 485273; in the data active means inhibition above about 45%, passing the limit was not always enough; inconclusive means no clear call, values can overlap the other calls
Target sequence (P61088 whole entry, looked up): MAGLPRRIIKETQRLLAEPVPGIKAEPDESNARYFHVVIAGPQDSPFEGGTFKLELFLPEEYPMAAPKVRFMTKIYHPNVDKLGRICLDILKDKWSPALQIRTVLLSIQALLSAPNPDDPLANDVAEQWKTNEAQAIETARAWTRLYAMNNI
Gli-Sufu block – Gli-Sufu pathway antagonism | Sufu-KO-LIGHT fibroblasts, Gli luciferase reporter luminescence | inhibition, % at 5 µM | hit rate 0.74% among 340,000 | AID 588413;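 active means inhibition above about 55%, limit read from the data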;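 further: 0% = DMSO-treated cells and 100% = wells with medium but no cells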
EBI2 antag – antagonists of human EBI2 receptor. EBI2 beta-arrestin recruitment, luminescence, 7a,25-OHC stimulated. AID 651636. P32249. inhibition, % at 5 µM. hit rate 0.81% among 360,000; in the data active means inhibition above about 38%;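 further: enzyme fragment complementation signal reports receptor beta-arrestin coupling in cells; 0% = agonist plus DMSO wells and 100% = wells without agonist; some results beyond the cut were filed as inactive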
697 NFkB inh – inhibitors of the PMA/ionomycin-induced NF-kB reporter in 697 B cells | 697 B-cell NF-kB luciferase reporter, 16 h | inhibition, % at 4 µM | hit rate 0.33% among 330,000 | AID 435022; in the data active means inhibition above about 35%
* hit, by the source's call; ? = inconclusive; . = no result given. Unless noted, no stated cut-off is given here; in the data, active means inhibition above about 50%; inactive means the rest.

SMILES	CCR6 antagonist	SENP8 block	Jurkat NFkB inh	Apaf-1 inh	UBC13 polyUb	Gli-Sufu block	EBI2 antag	697 NFkB inh
Cc1ccc(Cc2nnc(SCC(=O)Nc3ccc(C)cc3C)[nH]c2=O)cc1	13	1	18	3	-2	-16	-8	12
O=C(CN(Cc1ccc(F)cc1)C(=O)c1csnn1)NC1CCCC1	4	0	-8	-1	1	12	-11	9
COCCNC(=O)c1ccccc1NC(=O)COc1ccccc1	-16	1	-5	-1	-1	-4	-5	9
CCc1ccc(-c2cc(C(F)(F)F)n3nc(C(=O)Nc4c(C)nn(Cc5ccccc5C)c4C)cc3n2)s1	22	1	9	12	?	4	18	-46
CN(CC(=O)NC(=O)NC1CCCCC1)Cc1ccccc1	14	-3	-29	25	-2	-7	3	-23
CCCCSc1nnc(CCNC(=O)OC(C)(C)C)o1	-2	-5	-6	1	0	4	1	3
CC(Sc1nc2ccc(Br)cc2[nH]1)C(=O)O (stereo not given)	-8	-4	-3	-9	14	-2	-7	7
CC(=O)COc1ccc2c(c1C)O/C(=C\c1ccco1)C2=O	9	4	-9	11	-11	-37	13	-7
COc1ccc(-c2nc3ccccn3c2C=O)cc1	-6	48	-84	-3	2	-69	-12	-65
CCN1C(=O)C(=O)N(CC(=O)N(C)CC(=O)Nc2ccccc2Cl)C1=O	4	13	-5	-3	-3	-4	3	13
CCCOCC(O)CC(Cc1ccccc1)C(=O)NN (stereo not given)	1	9	4	-12	-3	0	-5	6
COc1ccccc1NC(=O)CSc1nnc(-c2ccccc2)o1	1	-4	-132	-9	11	-50	-6	-32
O=C(CN1C(=O)c2ccccc2C1=O)OCc1nc2ccsc2c(=O)[nH]1	2	3	-10	2	1	-1	-7	4
Cc1cc2c(cc1S(=O)(=O)N(C)c1ccccc1)n(C)c(=O)n2C	12	5	3	-14	3	.	7	6
CN(C)CCNC(=O)c1cc2c(s1)-c1ccc(Cl)cc1SC2	41	-10	62*	30	62*	14	11	-21
CC(=Nc1ccccc1C)C1=C(O)CSC1=O	5	9	-28	-7	-4	-12	-4	-46
COc1ccc(C2(C(=O)NC3CCCCC3)CCOCC2)cc1OC	-6	-3	1	-3	-1	-13	7	7
COC(=O)c1sc2cc([N+](=O)[O-])cc(SCC(C)C)c2c1N	-28	-4	-15	5	-48	2	-16	-18
COc1ccc(OCc2nnc(NC(=O)Nc3ccc(F)cc3)s2)cc1	-16	-5	4	-2	0	-30	7	-4
C=CCn1c(SCC(=O)Nc2sccc2C(N)=O)nc2sc(CC)cc2c1=O	-12	-6	-4	42*	4	15	-14	-52
O=C(OCCN=C1NS(=O)(=O)c2ccccc21)c1cccc([N+](=O)[O-])c1	-2	-3	4	4	-5	-17	0	15
Cc1cccc(NC(=O)c2n[nH]c([N+](=O)[O-])c2Br)c1C	11	94*	-73	-4	14	-75	5	-189
Cc1ccccc1C(=O)NNC(=O)CSc1nc(-c2ccccc2)cc(=O)[nH]1	-7	5	14	2	2	-12	-8	16
CCn1c(C)nc2cc(S(=O)(=O)N3CCCC3)ccc21	-10	0	-6	-4	-4	11	-6	-4
O=C(COc1cccc2c1CCN(Cc1ccc(Br)cc1)C2=O)NCc1ccco1	19	0	-4	29	1	-6	-1	-6
CC[C@@H]1C(c2cccc(Cl)c2)=NN(c2ccc(Br)cc2)[C@H]1C(=O)N1CCOC1=O	13	.	.	12	.	-18	0	2
CN(NC(=O)/C=C/C(=O)O)c1ncc(C(F)(F)F)cc1Cl	2	-10	0	-3	-11	-3	-12	3
Cc1ccc(C(=O)NCC(=O)Nc2ccc(Cl)cc2)s1	7	-10	3	2	-15	-5	-7	16
CCC(=O)Nc1cccc(C2=NOC3(C2)C[C@@H](C(N)=O)N(C(=O)CC)C3)c1 (stereo not given in full)	3	1	11	10	-2	-3	-1	13
O=c1oc(CCCO)cc2ccc(Br)cc12	-15	-9	0	-4	-14	0	2	15
O=C(C[C@@H]1C/C=C\C[C@H](NC(=O)OCC2c3ccccc3-c3ccccc32)C(=O)OC[C@H]2CCCN2C1=O)NCCO	-13	4	-3	10	-8	42	-6	0
O=C(COc1ccc(Br)cc1)N(Cc1cccs1)C1CCS(=O)(=O)C1 (stereo not given)	4	-17	7	10	-1	-27	-9	6
Cc1cccc(NC(=O)CSc2nc3nc(C)cc(C)c3c(=O)[nH]2)c1	2	-1	-3	-9	-4	-5	-11	0
Cc1nnc(-c2cnn(C)c2N)n1CCCN1CCOCC1	-8	8	-5	-3	-7	-13	-2	20
COc1cc(S(=O)(=O)Nc2ccccc2C(=O)N2CCCCC2)ccc1NC(C)=O	0	15	-3	-19	10	0	-6	24
Cc1ccc(S(=O)(=O)NCCn2nc(C)nc2C)cc1	-10	-1	-11	-7	9	20	-3	16
CN(C)CCNC(=O)c1scc2c1CCCC2	0	-9	0	-2	-4	8	0	-3
CCOC(=O)c1c(C)n(CC(O)CN(C)C)c2cc(Br)c(OC)cc12 (stereo not given)	9	-7	-20	13	4	9	2	0
O=C(Oc1cccc(OC(=O)N2CCCCC2)c1)N1CCCCC1	11	-3	-6	5	5	15	-6	-16
Cc1cc(=O)oc2cc(OCC(=O)NCCc3ccccc3)ccc12	6	-4	4	0	7	2	14	12
O=C(Nc1ccc(CN2CCCCC2)cc1)Nc1ccccc1Cl	1	-9	-77	-8	12	-32	9	-3
CC(Oc1ccccc1)c1ccnn1S(C)(=O)=O (stereo not given)	-1	-8	-3	-3	-7	1	-3	4
Fc1ccccc1-c1n[nH]c(=S)n1Cc1ccccc1	3	-2	1	0	9	-1	-12	0
CC(NC(=O)/C(C#N)=C/c1cn[nH]c1-c1ccccc1)c1ccccc1 (stereo not given)	8	7	-10	7	-11	10	16	-40
O=C(NNC(=O)c1ccccc1-n1cccc1)c1ccc(F)cc1	8	-5	-18	5	1	-5	-1	1
CN(Cc1cccs1)CC(O)COCc1ccco1 (stereo not given)	-3	1	17	-1	0	9	-4	16
CSCc1c(C(=O)Nc2ccc3c(c2)OCO3)oc2ccccc12	15	2	-5	12	-4	10	16	-12
COc1ccc(N2C(=O)C3C(c4ccc(C(=O)O)cc4)NC(Cc4ccccc4)(C(=O)O)C3C2=O)c([N+](=O)[O-])c1 (stereo not given)	12	5	5	-12	-18	-2	-14	4
CCOC(=O)COc1ccccc1/C=N/Nc1nnc2c3ccccc3n(C)c2n1	11	15	20	-5	-16	5	0	15
Cc1nc(SCC(=O)N(CC(C)C)C2CCS(=O)(=O)C2)c(C#N)c(C)c1C (stereo not given)	2	5	-1	5	4	6	5	7

Next part (six carried over from the part before).
SMILES	CCR6 antagonist	SENP8 block	Jurkat NFkB inh	Apaf-1 inh	UBC13 polyUb	Gli-Sufu block	EBI2 antag	697 NFkB inh
O=C(NNC(=O)c1ccccc1-n1cccc1)c1ccc(F)cc1	8	-5	-18	5	1	-5	-1	1
CN(Cc1cccs1)CC(O)COCc1ccco1 (stereo not given)	-3	1	17	-1	0	9	-4	16
CSCc1c(C(=O)Nc2ccc3c(c2)OCO3)oc2ccccc12	15	2	-5	12	-4	10	16	-12
COc1ccc(N2C(=O)C3C(c4ccc(C(=O)O)cc4)NC(Cc4ccccc4)(C(=O)O)C3C2=O)c([N+](=O)[O-])c1 (stereo not given)	12	5	5	-12	-18	-2	-14	4
CCOC(=O)COc1ccccc1/C=N/Nc1nnc2c3ccccc3n(C)c2n1	11	15	20	-5	-16	5	0	15
Cc1nc(SCC(=O)N(CC(C)C)C2CCS(=O)(=O)C2)c(C#N)c(C)c1C (stereo not given)	2	5	-1	5	4	6	5	7
Cc1cc(C)n2[nH]c(=O)c(N=Nc3cccc(C(F)(F)F)c3)c2n1	17	-9	-17	14	-66	18	-11	-12
Cc1ccc(C(=O)CCC(=O)Nc2cccc(C(F)(F)F)c2)cc1C	12	-4	-3	11	8	-1	-14	15
O=C(CN1CCN(CC(=O)Nc2ccc(OCc3ccccc3)cc2)CC1)Nc1ccc(F)cc1	8	3	7	-7	8	10	7	23
CCN(CC)CCC(c1cc(OC)c(OC)c(OC)c1)c1c(OC)cc(OC)c2c(C)cc(=O)oc12 (stereo not given)	9	-13	16	9	10	10	-6	-5
CC(=O)Nc1ccc2sccc2c1	-7	6	-9	-5	4	-4	1	8
CCC(=O)N(c1nnc(SCC(=O)c2ccc[nH]2)s1)C1CC1	10	-6	-34	8	-10	-21	-1	1
CCCCn1nnnc1NCc1cc(Cl)c(OC)c(OC)c1	13	-3	2	3	7	1	-4	15
CC(C)c1nnc(SCC(=O)NC2CCCC2)n1C	0	-6	-10	-22	-2	17	-1	-12
Cc1ccccc1S(=O)(=O)Cc1ccc(C(=O)O)o1	1	-5	-4	-18	7	0	4	1
CC(NC(=O)C1CCN(c2nnc(N3CCCC3=O)s2)CC1)c1ccccc1 (stereo not given)	-7	6	5	5	0	7	-5	15
CC(=O)n1cc([C@@H]2C=C(C(=O)N3CCN(Cc4ccccc4)CC3)O[C@H](OCc3ccc(CO)cc3)C2)c2ccccc21	19	1	15	12	8	19	26	5
O=S1(=O)C=CC(Nc2ccccc2)C1 (stereo not given)	-15	-8	-8	5	-4	4	-16	-1
Cc1cccc(NC(=S)NCCc2ccc3c(c2)OCCO3)c1C	14	-4	-15	0	-14	8	-3	-6
COCCNCC(=O)C12CC3CC(CC(C3)C1)C2	-5	-4	15	-24	2	29	-10	17
COC(=O)c1cn(C(=O)c2ccc(C)cc2)c2ccccc12	6	-11	14	-6	10	13	-6	11
c1ccc(-c2nc(NCc3cccs3)c3ccccc3n2)cc1	6	-4	9	11	10	-24	-27	6
COc1cccc(N2CC(C(=O)Nc3ccc(F)cc3)CC2=O)c1 (stereo not given)	0	1	-12	4	0	.	-2	28
CC(C)Nc1nc(N)c(C(=O)C23CC4CC(CC(C4)C2)C3)s1	7	0	-13	19	3	-1	1	-8
CC(=O)N(CN1C(=O)CCC1=O)c1cccc(Cl)c1	-18	-8	2	-5	-15	2	1	0
COc1ccc(N2CCN(CC(=O)c3c[nH]c4ccccc34)CC2)cc1	-8	-5	-2	11	-3	2	-14	1
COc1ccc(C(CNC(=O)c2cccc(S(=O)(=O)NCc3ccccc3)c2)N2CCOCC2)cc1 (stereo not given)	-1	11	7	-1	-1	20	10	11
COc1ccc(OC)c(/C=C/C(=O)N(C)CC(=O)Nc2ccc(N3CCOCC3)cc2)c1	-5	7	6	-8	6	-3	0	12
Cc1ccc(C)c(-c2nnc(NC(=O)CS(=O)(=O)c3ccccc3)o2)c1	13	0	-13	10	-2	5	-1	3
Cc1cccc(NS(=O)(=O)c2ccc(C(=O)NCC(c3ccccc3)N(C)C)cc2)c1C (stereo not given)	5	-3	8	19	12	41	4	-16
O=C(NCC(O)c1ccc([N+](=O)[O-])cc1)C1CCCCC1 (stereo not given)	9	1	5	-12	6	-7	19	-9
O=C(c1ccccn1)N1CCN(S(=O)(=O)c2ccc3ccccc3c2)CC1	2	2	8	-9	-3	6	5	-9
COc1ccc(S(=O)(=O)N(C)CC(=O)N2CCCC2)cc1	5	-3	4	-4	6	21	-1	-6
CC(=O)N(c1ccc2oc(=O)sc2c1)S(=O)(=O)c1ccccc1	-10	1	-10	-12	2	7	-9	8
CN1C(=O)N2CN(C3CCCCC3)CN3C(=O)N(C)C1C23 (stereo not given)	-6	-2	0	-14	4	-1	-15	26
Cc1ccc(S(=O)(=O)c2cc3cc(Br)ccc3oc2=O)cc1	-7	-8	7	5	-4	0	-19	-7
CCOc1cc(C2C(C#N)=C(N)OC3=C2C(=O)CC(C)(C)C3)cc([N+](=O)[O-])c1O (stereo not given)	36	-3	-8	2	-40	-3	-3	-2
CCN(Cc1cc2cccc(C)c2[nH]c1=O)C(=O)c1ccccc1OC	-1	-7	-5	0	-3	6	4	8

Screening results deposited in PubChem by Sanford-Burnham Center for Chemical Genomics.

A portion of the library; count on the stated rates, not on these rows.
